Compound activity (PubChem)
RBBP9 inh – human RBBP9 hydrolase inhibition. O75884. AID 1515. actives 0.2% (n = 220,000). recombinant RBBP9, FP-Rh probe fluorescence polarization. inhibition, % at 7.94 µM;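 active = inhibition above the campaign mean of all tested compounds plus 3 SD, cut at about 14% in these data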;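 also: plate controls were DMSO wells with RBBP9 for no effect and wells lacking RBBP9 protein for full effect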
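Controls: DMSO-treated enzyme wells and wells lacking RBBP9 | Material: RBBP9 protein | Technique: Fluorescence polarization | Replication: Single well per compound, no replicates | Buffer or medium: Tris-NaCl-Pluronic buffer, pH 8.0 | Timing: 30 min compound preincubation, 45 min probe labeling, 25 °C | Read-out basis: Percent inhibition from mP, scaled between DMSO and no-protein wells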
PERK inhibitor – blocks human PERK kinase; AID 1416; actives 0.17% (n = 220,000); CHO PERK-DD fusion, SEAP luminescence translation reporter; inhibition, % at 5.6 µM; Q9NZJ5;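 active = inhibition above the mean inhibition of all tested compounds plus 3 SD, set separately per screening campaign, cut at about 2.9% in these data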;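 also: PERK kinase domain activated by AP20187 dimerizer at 100 nM; 0% = DMSO with dimerizer and 100% = rapamycin at 8.4 µM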
Hck-Nef inh – inhibitors of human Hck kinase activated by Nef; P08631; inhibition, % at 20 µM; AID 463187; Recombinant Hck-YEEI plus Nef, Z-Lyte FRET kinase assay; actives 0.68% (n = 220,000);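 active = Hck-Nef kinase inhibition above about 50%, limit read from the data; inactive = inhibition below that limit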;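 also: 0% = DMSO with Hck plus Nef and 100% = Hck alone without Nef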
Target sequence (P08631 whole entry, looked up): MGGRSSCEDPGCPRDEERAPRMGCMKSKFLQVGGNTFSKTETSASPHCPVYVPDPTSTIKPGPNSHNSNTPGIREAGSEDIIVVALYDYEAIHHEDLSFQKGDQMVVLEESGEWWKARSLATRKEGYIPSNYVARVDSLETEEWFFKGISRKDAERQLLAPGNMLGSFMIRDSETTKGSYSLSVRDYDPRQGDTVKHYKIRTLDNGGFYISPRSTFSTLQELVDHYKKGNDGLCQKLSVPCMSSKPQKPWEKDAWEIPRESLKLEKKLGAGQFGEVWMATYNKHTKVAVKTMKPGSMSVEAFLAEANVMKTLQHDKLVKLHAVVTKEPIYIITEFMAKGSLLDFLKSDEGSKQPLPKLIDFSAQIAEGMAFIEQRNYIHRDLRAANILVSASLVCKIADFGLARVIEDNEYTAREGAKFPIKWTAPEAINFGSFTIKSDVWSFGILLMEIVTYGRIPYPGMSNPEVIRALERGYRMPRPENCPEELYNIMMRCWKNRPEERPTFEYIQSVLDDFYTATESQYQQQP
Runt-CBFb FRET – blocks binding of human RUNX1 Runt domain to CBFb; Q01196+Q13951; actives 0.46% (n = 220,000); inhibition, % at 20 µM; AID 1496; Cerulean-Runt/Venus-CBFb FRET ratio 530/480, 1 h;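 active = inhibition over about 50% at 20 µM in the single-dose screen, limit read from the data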;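 also: 0% = DMSO wells and 100% = excess unlabeled CBFb competitor control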
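test system = Cerulean-Runt domain fusion protein, energy donor | probe or stimulus = Venus-CBFb binding partner, 100 nM | incubation = two 1 h room-temperature incubations shielded from light | detection = fluorescence energy transfer, 422 nm excitation, 530/480 nm emission | measure = loss of energy transfer signal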
Runt-SMMHC FRET – blocks binding of human RUNX1 Runt domain to CBFb-SMMHC; Q01196+Q13951; Cerulean-Runt/Venus-CBFb-SMMHC FRET ratio 530/480, 1 h; inhibition, % at 20 µM; actives 0.74% (n = 220,000);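 active = mean inhibition across duplicate retests at 20 µM reaching about 50%, limit read from the data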;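 also: 0% = DMSO wells and 100% = wells with excess untagged CBFb-SMMHC; inhibitors lower the FRET ratio by blocking Runt binding to CBFb-SMMHC; some results filed as inactive read as strong as hits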
L929 necroptosis – blocks zVAD induced death of L929 cells. L929 zVAD necroptosis rescue, ATP luminescence, 24 h; with zVAD 60 µM. viability rescue, % at 10 µM. actives 0.38% (n = 220,000);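 active = activation, scaled between plate controls, above about 75%, limit read from the data; inactive = activation under that limit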;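 also: 0% = zVAD with DMSO and 100% = DMSO alone without zVAD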
EP2 modulator – EP2 receptor (human) modulation. AID 940. induction, % at 25 µM. P43116. actives 0.83% (n = 260,000). EP2-expressing cells, cAMP HTRF FRET, PGE2 co-stimulation;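 active = compounds whose cAMP rise, as percent of the full-agonist control response, exceeds 60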;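 also: rat C6 glioma line stably carrying human EP2 under a CMV promoter; the protocol text gives 20 µM as final concentration; 100% = response of wells given 1 µM PGE2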
Target sequence (P43116 whole entry, looked up): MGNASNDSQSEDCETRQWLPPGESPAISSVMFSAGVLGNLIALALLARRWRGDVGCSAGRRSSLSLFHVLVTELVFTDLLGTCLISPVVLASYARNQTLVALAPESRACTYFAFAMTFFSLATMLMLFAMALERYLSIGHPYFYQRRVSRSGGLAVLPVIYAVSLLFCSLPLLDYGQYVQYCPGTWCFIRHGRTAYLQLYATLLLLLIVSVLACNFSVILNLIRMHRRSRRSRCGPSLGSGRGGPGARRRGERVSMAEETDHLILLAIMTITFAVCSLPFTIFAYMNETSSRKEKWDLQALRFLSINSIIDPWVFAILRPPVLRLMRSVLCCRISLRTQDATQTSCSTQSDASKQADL
EP2 antag – inhibitors of human EP2 prostaglandin E2 receptor | AID 1422 | actives 0.52% (n = 260,000) | inhibition, % at 25 µM | C6 glioma cells expressing human EP2, cAMP TR-FRET; cells stimulated with saturating PGE2;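 active = percent inhibition above 40 after rounding to a whole number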;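 also: rat C6 glioma host cells with rolipram phosphodiesterase inhibitor present; the protocol text gives 20 µM as final concentration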
TNF death inh – blocks TNF-alpha induced death of Jurkat FADD-/- cells; AID 463075; actives 0.068% (n = 220,000); Jurkat FADD-/- TNF necroptosis rescue, ATP luminescence, 24 h; 0 = TNF only, 100 = no-TNF cells; activation (protection from cell death), % at 10 µM;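 active = activation, meaning protection from cell death, of at least 50% relative to plate controls; inactive = activation below 50%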;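 also: necroptosis triggered by 40 ng/mL TNF-alpha added together with compound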
Active calls of the source: *; · = not tested or not shown. These rows are one share of the data; rates above refer to the full screens.

The first two entries as a preview:
SMILES	RBBP9 inh	PERK inhibitor	Hck-Nef inh	Runt-CBFb FRET	Runt-SMMHC FRET	L929 necroptosis	EP2 modulator	EP2 antag	TNF death inh
COc1ccc(C2CC(c3ccccc3)=NN2C(=O)COC(=O)CNC(=O)c2ccccc2)cc1 (stereo unspecified)	0	0.5	4	0	-6	0.2	4	16	13
N#C/C(=C\c1ccc(OCc2ccccc2)cc1)C(=O)Nc1nc2c(s1)CCN(Cc1ccccc1)C2	-6	0.5	16	11	-54	0.8	3	12	-0.2

Results, repeating the preview:
SMILES	RBBP9 inh	PERK inhibitor	Hck-Nef inh	Runt-CBFb FRET	Runt-SMMHC FRET	L929 necroptosis	EP2 modulator	EP2 antag	TNF death inh
COc1ccc(C2CC(c3ccccc3)=NN2C(=O)COC(=O)CNC(=O)c2ccccc2)cc1 (stereo unspecified)	0	0.5	4	0	-6	0.2	4	16	13
N#C/C(=C\c1ccc(OCc2ccccc2)cc1)C(=O)Nc1nc2c(s1)CCN(Cc1ccccc1)C2	-6	0.5	16	11	-54	0.8	3	12	-0.2
S=c1[nH]nc(Cc2cccs2)n1-c1ccccc1Cl	-1	1.1	3	7	18	1.1	18	4	0.1
COc1ccc(C(=O)N(Cc2nc(-c3ccc(C)cc3)no2)C(C)C)cc1OC	-9	-0.3	0	-1	2	0.9	7	7	-1.5
Cc1cccc(N(CC(=O)NCc2ccc3c(c2)OCO3)C(=O)CCC(=O)Nc2ccccn2)c1	-5	-0.8	1	0	4	-0.4	13	14	-5.8
Cc1cc(C)n2nc(NCc3cccc(Br)c3)nc2n1	-4	-0.5	-1	3	3	0.4	·	9	1.3
O=C(NCc1cccc(Cl)c1)c1cc(COc2ccc3ncccc3c2)on1	-23	-0.5	13	-12	-2	0.6	-60	5	-4.7
O=C(CSc1nnc(COc2cccc3cccnc23)o1)N1CCc2ccccc21	-1	1.6	3	-3	2	-0.1	7	10	-6.1
CCOC(=O)N/N=C(/c1ccccc1)C1CCCCC1	2	1.9	-22	0	-1	1.6	29	8	8.1
CCOC(=O)c1ccc(N2C(=O)CC(N3CCC(O)(c4ccc(Cl)cc4)CC3)C2=O)cc1 (stereo unspecified)	-6	0.3	-1	-1	-1	-0.4	-12	8	-1.0
CCOc1ccccc1NC(=S)NCCCn1ccnc1	-8	0.2	18	-1	0	1.4	-3	1	0.0
O=C(COC(=O)CSc1nnc(-c2ccc(Cl)cc2)o1)Nc1cc(Cl)ccc1Cl	5	0.9	21	-2	-7	-0.8	25	10	3.3
O=C(CN1C(=O)C2CCCCN2C(=O)c2ccccc21)N1CCCc2ccccc21 (stereo unspecified)	-6	-1.5	5	-1	3	-0.1	-1	22	0.4
O=C(/C=C\Nc1ccc2c(c1)OCO2)c1ccc(Cl)s1	11	1.2	-1	-22	-55	1.1	-18	1	0.5
Cc1sc(NC(=O)CN(Cc2ccc(F)cc2)C(=O)C(C)(C)C)c(C(N)=O)c1C	-8	-0.1	1	-2	-1	1.4	13	12	-0.5
CCOC(=O)NC(=O)C(/C=N/c1sccc1C(=O)OC)=C(\C)O	9	1.1	-7	-25	-163	1.0	-11	3	-3.7
Cc1c(C)n(C)c2ccc(C(=O)NCc3cccs3)cc12	-13	0.3	3	1	-2	4.2	-19	13	0.9
CC1CCCCN1c1ncnc(N)c1[N+](=O)[O-] (stereo unspecified)	-4	0.9	18	2	0	4.6	10	5	8.6
CCOc1cc(C2/C(=C(/O)c3ccc(OC)cc3)C(=O)C(=O)N2CC2CCCO2)ccc1O (stereo unspecified)	-1	1.7	8	-2	4	1.3	5	10	0.7
O=C(/C=C/c1ccco1)N1CCN(C/C=C/c2ccccc2)CC1	-4	1.2	6	4	-2	0.9	-24	8	1.1
Cc1cnc(C(=O)OCC(=O)NC2CCCC(C)C2C)cn1 (stereo unspecified)	-12	-0.3	-1	-1	-1	0.0	9	4	-2.7
O=C(CC1C(=O)NCCN1Cc1c(F)cccc1Cl)NCCc1ccccn1 (stereo unspecified)	-5	0.9	19	3	-4	2.5	-3	8	0.8
CC(=O)NC1C(=O)N=C(SCC(=O)NC(C)c2ccccc2)NC1=O (stereo unspecified)	-3	2.0	1	-2	1	-0.5	10	·	0.6
CCN(C(=O)c1cnc(N2CCN(c3ncccn3)CC2)c2ccccc12)c1cccc(Cl)c1	-9	-2.0	2	-7	-4	-0.2	31	14	-9.0
Cc1cccc2c(N=O)c(O)[nH]c12	24*	0.7	37	-5	0	-0.6	15	4	-1.9
C/C(=N\N=C1\NC(=O)CC(C(=O)O)S1)c1ccc(F)cc1 (stereo unspecified)	0	1.0	3	4	-3	0.3	16	5	1.1
Cc1ccc(NCc2ccccc2O)cc1C	0	0.4	15	0	0	7.5	-14	8	8.1
Cc1c(-c2cc(C(=O)O)c3ccccc3n2)cnn1C	-3	-0.2	24	0	-2	1.5	33	6	1.1
O=C1c2ccccc2C(Nc2ccc(-c3nc4ccccc4[nH]3)cc2)N1Cc1ccco1 (stereo unspecified)	-4	-0.6	22	3	4	44	-3	18	2.1
CCOc1ccc(CCNC(=O)CCC(=O)Nc2ccc3nc(N4CCN(C)CC4)cc(C)c3c2)cc1OCC	0	-0.4	-22	-4	3	0.6	-7	6	1.8
COc1ccc(N2CSC3=C(C#N)C(c4cc(OC)ccc4OC)CC(=O)N3C2)c(OC)c1 (stereo unspecified)	3	0.0	0	14	12	-0.7	0	8	-7.2
COCC(=O)NCCSc1c(C)[nH]c2ccccc12	-6	1.4	2	1	-5	1.0	-15	13	0.8
CCn1c(SCC(=O)Nc2ccccc2)nnc1-c1ccc(S(=O)(=O)N2CCOCC2)cc1	-2	1.6	2	-3	4	-0.2	11	2	-0.3
Cc1cccc(Nc2nn3c(=O)c4ccccc4nc3s2)c1	1	1.4	5	0	1	0.5	-5	11	4.5
CCOC(=O)c1[nH]c2ccc(F)cc2c1NC(=O)c1cc(OC)c(OC)c(OC)c1	-11	-0.5	2	-2	4	-0.1	-3	13	-2.0
COc1ccc([N+](=O)[O-])cc1NC(=O)c1ccc(CN(c2ccc(C)c(C)c2)S(C)(=O)=O)cc1	-9	-0.7	2	-1	0	0.5	5	8	3.6

Sorted by length of the SMILES (falling): some entries from above
SMILES	RBBP9 inh	PERK inhibitor	Hck-Nef inh	Runt-CBFb FRET	Runt-SMMHC FRET	L929 necroptosis	EP2 modulator	EP2 antag	TNF death inh
COc1ccc(N2CSC3=C(C#N)C(c4cc(OC)ccc4OC)CC(=O)N3C2)c(OC)c1 (stereo unspecified)	3	0.0	0	14	12	-0.7	0	8	-7.2
CCOC(=O)c1[nH]c2ccc(F)cc2c1NC(=O)c1cc(OC)c(OC)c(OC)c1	-11	-0.5	2	-2	4	-0.1	-3	13	-2.0
C/C(=N\N=C1\NC(=O)CC(C(=O)O)S1)c1ccc(F)cc1 (stereo unspecified)	0	1.0	3	4	-3	0.3	16	5	1.1
COCC(=O)NCCSc1c(C)[nH]c2ccccc12	-6	1.4	2	1	-5	1.0	-15	13	0.8

An excerpt from above in order of their number in RBBP9 inh, rising:
structure,RBBP9 inh
CCOC(=O)c1[nH]c2ccc(F)cc2c1NC(=O)c1cc(OC)c(OC)c(OC)c1,-11
COc1ccc([N+](=O)[O-])cc1NC(=O)c1ccc(CN(c2ccc(C)c(C)c2)S(C)(=O)=O)cc1,-9
COCC(=O)NCCSc1c(C)[nH]c2ccccc12,-6
Cc1c(-c2cc(C(=O)O)c3ccccc3n2)cnn1C,-3
CCn1c(SCC(=O)Nc2ccccc2)nnc1-c1ccc(S(=O)(=O)N2CCOCC2)cc1,-2
COc1ccc(N2CSC3=C(C#N)C(c4cc(OC)ccc4OC)CC(=O)N3C2)c(OC)c1 (stereo unspecified),3

The listing continues:
SMILES	RBBP9 inh	PERK inhibitor	Hck-Nef inh	Runt-CBFb FRET	Runt-SMMHC FRET	L929 necroptosis	EP2 modulator	EP2 antag	TNF death inh
NC(=O)c1cccn1-c1ncc(C(F)(F)F)cc1Cl	-8	-0.9	19	0	-2	-0.7	-9	1	0.1
C=CCSc1nnc2n(CCc3ccccc3)c(=O)c3c4c(sc3n12)COC(C)(C)C4	-8	-0.4	1	-4	-5	-0.5	8	14	-1.2
O=c1oc2cc(O)ccc2c2c1CCCC2	-1	0.3	38	48	108*	0.2	20	5	-1.5
CC(C)c1ccccc1NC(=O)COC(=O)COc1ccccc1[N+](=O)[O-]	-7	0.2	17	0	0	0.8	18	3	-0.3
CCOC(=O)C1(Cc2ccccc2Cl)CCN(Cc2csc(C(C)=O)c2)CC1	-6	-0.4	24	-3	-1	-0.3	-18	5	1.8
CC(C)CC1C2C(=O)N(c3ccccc3)C(=O)C2ON1c1ccccc1 (stereo unspecified)	-9	0.1	14	0	-2	0.1	11	17	0.6
Cn1c(-c2sc3cc(C(F)(F)F)cnc3c2-c2cccs2)n[nH]c1=S	-15	0.8	1	0	-2	0.4	-8	12	-0.7
COc1ccc(-c2cc3nc(C)cc(N4CC(C)CC(C)C4)n3n2)cc1 (stereo unspecified)	-12	0.1	8	-8	2	-0.4	40	3	0.2
C/C(=C\C(=O)c1ccncc1)Nc1ccccc1O	-3	0.4	-1	15	4	7.1	-13	13	-1.8
CC1(OC(=O)C2CCCC2)C(=O)C=C2C=C(c3ccsc3)OC=C2C1=O (stereo unspecified)	·	·	62*	7	3	0.1	-5	18	0.7
COc1cc(C=C2C(=O)c3ccccc3C2=O)ccc1O	-2	1.8	74*	-6	-4	0.1	-19	12	-9.5
Cc1nnc(SCc2ccccc2)n(N)c1=O	1	1.2	5	1	1	-0.1	1	6	0.8
Cc1cc(=O)[nH]c(SCC2(O)C3CC4CC(C3)CC2C4)n1 (stereo unspecified)	-6	0.1	0	1	3	1.6	11	16	1.1
CN(C)C(=O)C(=O)c1cccn1-c1ccccc1C#N	1	0.6	1	12	2	0.9	20	5	1.4
Cc1nc(N2CCN(C)CC2)c2c(C)c(C(=O)Nc3ccc(F)cc3)sc2n1	-1	-2.6	0	1	1	-0.7	-24	14	0.0
CCOC(=O)C1CCCN(C(=O)c2cc(Nc3ccc(OC)c(OC)c3)nc3ccccc23)C1 (stereo unspecified)	-3	-0.5	-3	-3	-6	0.7	-27	31	-3.1
